Screens from PubChem BioAssay.
Anesthetic bind = binds horse apoferritin like a general anesthetic | Potency, µM (doses to about 77.5 µM), for inactives: top-dose activity change, negative = displacement, most hits filed as inhibitors | apoferritin/1-aminoanthracene competitive binding, fluorescence | 0.074% of 350,000 active; note: % is set by controls: 0 for no effect and ±100 for the full control effect; nearly all actives have a fitted effect of over 20% in size
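In PBS, apoferritin at 10 uM is loaded with 1-AMA from a 50% saturated solution. After 10 min of compound exposure at ambient temperature, reduced 535 nm fluorescence indicates probe displacement.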
G9a inh = blocks human histone lysine methyltransferase G9a; Q96KQ7; G9a H3K9 monomethylation, AlphaScreen, 2 h; 8.8% of 350,000 active; Potency, µM (highest dose often 102 µM), for inactives: at the highest dose activity, negative = inhibition, most hits filed as inhibitors; note: % is set by controls: 0 for no effect and ±100 for the full control effect; nearly all actives have a fitted effect of over 75% in size
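Readings reflect AlphaScreen signal from monomethyl-H3K9 antibody detection. HMT at 20 nM; substrate b-H3K9 500 nM; cofactor SAM 20 uM; 2 h RT reaction; compounds tested as titrations in qHTS with 15 min preincubation.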
Pol eta inh = DNA polymerase eta (human) inhibition; Q9Y253; recombinant Pol eta, fluorescent DNA replication assay; Potency, µM (top dose mostly 114 µM), without a hit: top-dose activity change, negative = inhibition, actives largely listed as inhibitors; 1.2% of 390,000 active; AID 588591; note: % is set by controls: 0 for no effect and ±100 for the full control effect
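Pol eta (10 nM) was preincubated with compounds for 15 min at room temperature, after which fluorescent replication substrate (50 nM final) was added to start the reaction. Fluorescence was read kinetically at 0 and 10 min.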
Pol kappa inh = DNA polymerase kappa (human) inhibition | Q9UBT6 | purified Pol kappa, fluorescent DNA synthesis assay, 10 min | Potency, µM (top dose mostly 107 µM), for the others: at the highest dose activity, negative = inhibition, hits mostly inhibitors | 0.53% of 400,000 active | AID 588579; note: % is set by controls: 0 for no effect and ±100 for the full control effect
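First, compounds were pin-transferred onto 10 nM Pol kappa. After 15 min at room temperature, substrate was added to 50 nM final. Fluorescence was then measured kinetically at 0 and 10 min.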
POLB inh = DNA polymerase beta (human) inhibition. AID 485314. P06746. 1.3% of 340,000 active. Potency, µM (top dose mostly 114 µM), without a hit: at the highest dose activity change, negative = inhibition, actives largely listed as inhibitors. Pol beta primer extension/strand displacement, fluorescence kinetic; note: % is set by controls: 0 for no effect and ±100 for the full control effect
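10 nM enzyme + cpd, 15 min RT; start with substrate 50 nM final; read 0 min and after 10 min RT. Corrected, normalized data; 4-parameter Hill curve fit.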
APE1 inh = APE1 (human) endonuclease inhibition; P27695; recombinant APE1, TAMRA/BHQ-2 abasic DNA cleavage fluorescence; Potency, µM (highest dose often 65.8 µM), for the others: at the highest dose activity change, negative = inhibition, actives largely listed as inhibitors; 0.35% of 350,000 active; AID 2517;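 note: plate controls were vehicle for no effect and reference inhibitor for full effect; nearly all actives have a fitted effect of over 55% in size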
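Compound pre-exposure to 0.75 nM APE1, 15 min at ambient temperature. Reaction initiated with 50 nM TAMRA/BHQ-2 THF substrate, read immediately in kinetic mode, 525 nm excitation, 598 nm emission.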
POLI inh = blocks human DNA polymerase iota activity; Q9UNA4; Pol iota fluorescent replication assay, 10 min; Potency, µM (top dose mostly 115 µM), for inactives: at the top dose activity, negative = inhibition, most hits filed as inhibitors; 1% of 390,000 active; AID 588590
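Fluorescent replication assay read twice, at 0 min and 10 min after adding 50 nM (final) substrate. Enzyme (10 nM) and compounds were first incubated 15 min at room temperature; enzyme-free buffer wells were negative controls.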
BAZ2B block = inhibitors of human BAZ2B bromodomain. AlphaScreen BAZ2B-H3K14Ac peptide displacement. Q9UIF8. 4.4% of 360,000 active. Potency, µM (series often up to 114 µM), without a hit: at the highest dose activity change, negative = inhibition, actives largely listed as inhibitors; note: % is set by controls: 0 for no effect and ±100 for the full control effect; nearly all actives have a fitted effect of over 60% in size
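Complex of BAZ2B and biotin-H3K14Ac (50 nM apiece) forms over 30 min at RT, then faces library compounds up to 110 uM for another 30 min; AlphaScreen beads added, 20 min dark incubation, luminescence read.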
BLM helicase inh = inhibitors of human Bloom syndrome helicase BLM; P54132; recombinant BLM DNA unwinding, fluorescence dequenching; Potency, µM (doses to about 56.1 µM), for the others: at the top dose activity change, negative = inhibition, hits mostly inhibitors; 0.2% of 350,000 active; AID 2528;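 note: plate controls were vehicle for no effect and no enzyme for full effect; nearly all actives have a fitted effect of over 35% in size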
Target sequence (P54132 whole entry, looked up): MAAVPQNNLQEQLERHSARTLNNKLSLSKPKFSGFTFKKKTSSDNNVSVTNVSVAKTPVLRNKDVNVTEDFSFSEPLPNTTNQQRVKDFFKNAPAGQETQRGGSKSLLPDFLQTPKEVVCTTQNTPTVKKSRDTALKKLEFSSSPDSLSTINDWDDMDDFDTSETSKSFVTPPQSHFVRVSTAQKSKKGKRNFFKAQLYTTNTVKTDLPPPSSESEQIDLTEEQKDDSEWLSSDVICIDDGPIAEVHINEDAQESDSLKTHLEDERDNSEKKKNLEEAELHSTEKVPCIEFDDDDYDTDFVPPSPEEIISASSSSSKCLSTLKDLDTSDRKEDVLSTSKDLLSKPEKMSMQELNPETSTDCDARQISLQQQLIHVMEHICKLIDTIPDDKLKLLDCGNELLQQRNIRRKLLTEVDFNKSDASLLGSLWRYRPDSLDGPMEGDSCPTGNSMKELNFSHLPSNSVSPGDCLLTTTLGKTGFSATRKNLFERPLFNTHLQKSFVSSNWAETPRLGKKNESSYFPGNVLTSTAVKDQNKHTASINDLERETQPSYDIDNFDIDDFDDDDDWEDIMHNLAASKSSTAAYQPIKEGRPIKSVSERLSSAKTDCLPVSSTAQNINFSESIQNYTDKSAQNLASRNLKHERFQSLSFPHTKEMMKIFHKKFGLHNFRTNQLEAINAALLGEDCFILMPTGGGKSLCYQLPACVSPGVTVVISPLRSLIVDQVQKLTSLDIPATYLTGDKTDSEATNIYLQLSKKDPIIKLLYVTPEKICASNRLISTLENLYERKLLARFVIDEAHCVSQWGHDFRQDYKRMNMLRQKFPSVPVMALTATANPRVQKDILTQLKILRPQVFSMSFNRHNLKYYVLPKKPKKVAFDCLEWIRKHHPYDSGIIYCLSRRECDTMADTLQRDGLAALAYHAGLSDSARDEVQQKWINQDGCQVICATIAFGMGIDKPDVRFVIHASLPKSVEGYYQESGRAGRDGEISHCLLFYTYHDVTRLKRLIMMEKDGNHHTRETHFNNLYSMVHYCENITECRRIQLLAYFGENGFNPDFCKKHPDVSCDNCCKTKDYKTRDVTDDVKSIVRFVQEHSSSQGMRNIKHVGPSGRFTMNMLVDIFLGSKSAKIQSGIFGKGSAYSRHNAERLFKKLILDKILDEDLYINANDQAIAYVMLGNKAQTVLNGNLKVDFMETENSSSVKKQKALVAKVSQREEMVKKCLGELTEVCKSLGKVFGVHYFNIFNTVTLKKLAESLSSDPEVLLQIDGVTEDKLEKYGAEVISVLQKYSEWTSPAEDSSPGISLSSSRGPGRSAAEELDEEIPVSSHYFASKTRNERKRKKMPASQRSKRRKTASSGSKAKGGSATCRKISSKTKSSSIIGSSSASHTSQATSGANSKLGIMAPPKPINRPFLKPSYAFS
* = called active by the depositor; u = inconclusive; x = not tested or not shown; & = joins results of further samples; ! = not active in a repeat; [ ] = dose if it differs, or a comment. Calls come from the whole dose curve; as a rule, active = well fitted curve in the direction sought with a large enough effect; inconclusive = small, poorly fitted or top-dose-only effect, or another doubt; inactive = no such curve, though single readings can be large; an effect the other way counts as inactive or inconclusive. Potency is the fitted concentration of half-maximal effect. The list is partial; the hit share may differ from the screen's.

Each structure is followed by: Pol kappa inh	Anesthetic bind	APE1 inh	POLI inh	BAZ2B block	BLM helicase inh	POLB inh	Pol eta inh	G9a inh
- CCOc1c(Br)cc(CNC2CCCCCCC2)cc1OC
 : -21%	7%	11%	-14%	-25%	1%	2%	-11%	-41%
- Cc1cccc(CNC(=O)c2ccc3c(c2)c(C)c(C)n3Cc2ccccc2)c1
 : -1%	27%	x	17%	u	-5%	-15%	-12%	-32%[59 µM]
- O=C(CN1C(=O)CSc2ccc(S(=O)(=O)N3CCCC3)cc21)Nc1cccc(Cl)c1
 : -4%	-6%	x	6%	-16%	-10%	11%	-10%	-32%[59 µM]
- COc1cc(NC(=O)c2cc3c(Cl)nc4ccccc4c3s2)cc(OC)c1OC
 : -22%	-6%	1%	14%	-36%	-6%	-1%	-14%	u
- O=C(O)c1cc2n(n1)CCN(Cc1ccccc1Cl)C2=O
 : 1%	1%	-9%	80%[activator]	u	-2%	u	-7%	50µM*
- COc1cccc(CNC(=O)C(Cc2ccccc2)NS(=O)(=O)c2ccc3c(c2)oc(=O)n3C)c1 (stereo unspecified)
 : -7%	-7%	x	u	u	2%	2%	4%	-5%[59 µM]
- NC(=S)N/N=C\c1c2ccccc2cc2ccccc12
 : -23%	-5%	-7%	u	-37%	-10%	-2%[57.1 µM]	u	7.1µM*
- Cc1ccc(S(=O)(=O)Nc2c(C)nc3nc(C)[nH]n3c2=O)c(C)c1
 : -12%&-68%	4%&5%	16%	37%[activator]	2%&-37%	3%&-3%	2%&1%	3%&-13%	14%
- Cc1ccc(Nc2nc(C)cc(C)n2)c(Br)c1
 : -1%	-17%	-1%	14%	23%	-6%	31%	-2%	33%
- Cc1ccc(CNC(=O)CCS(=O)(=O)c2ccc(Br)s2)o1
 : -22%	-4%	15%	16%	2%	-3%	5%	-16%	u
- CC1CCN(C(=O)c2[nH]cnc2C(=O)N[C@@H](C)c2ccccc2)CC1
 : -1%	x	-15%	11%	-38%	x	x	-7%	-12%[2.33 µM]
- Cc1ccc(-n2c3c(cc(C(=O)NCc4ccco4)c2=O)C(=O)CCC3)cc1
 : 12%	-7%	-1%	4%	u	3%	13%	-12%	x
- CCc1nc2nc(C)cc(Nc3ccc(OC)cc3OC)n2n1
 : 6%	-4%	x	5%	1%	0%	23%	-17%	-4%[59 µM]
- CC1CCN(c2nc3ccc(C(=O)N4CCN(c5ccccc5)CC4)cc3s2)CC1
 : 0%	-8%	x	-4%	-37%	-8%	7%	-15%	-31%[59 µM]
- Cc1ccc(-c2noc(-c3cccnc3NCc3ccc(Cl)cc3)n2)cc1
 : -11%	-14%	x	7%	1%	-2%	u	-19%	u
- COC(=O)c1ccc(NC(=O)CS(=O)(=O)c2ccccc2)cc1
 : 0%	-6%	13%	u	-13%	-5%	u	1%	-13%
- CCOc1ccc(NC(=O)CN(C)C(=O)c2c(-c3c(F)cccc3Cl)noc2C)cc1OCC
 : -17%	x	-8%	5%	11%	x	x	-3%	u
- CCOC(=O)c1c(NC(=O)c2ccccc2Br)sc2c1CCc1ccccc1-2
 : -17%	65%[activator]	16%	u	9%	-10%	1%	-7%	1.4µM*
- CCN1CCN(C(=O)C2=C(C(=O)O)CCCC2)CC1
 : 2%	-1%	1%	-14%	0%	0%	1%	5%	6%
- C=CCOC(=O)C1=C(C)N=C2SCCC(=O)N2C1/C=C/c1ccccc1OC (stereo unspecified)
 : -4%	-18%	-4%	-5%	-6%	-20%	1%	-7%	6%
- CCOc1ccc(C2C(C(=O)c3cccs3)=C(O)C(=O)N2CCCn2ccnc2)cc1 (stereo unspecified)
 : -10%	-6%	14%	u	11%	-2%	34%	4%	x
- O=C(/C=C/c1ccc2c(c1)OCO2)Nc1nc(-c2ccc(F)cc2)cs1
 : x	12%	-2%	x	13%	1%	51%	x	-6%[59 µM]
- OC(CN1CCNCC1)Cn1c2ccccc2c2ccccc21 (stereo unspecified)
 : -19%	-16%	-3%	-14%	-19%	17%	1%	-9%	50µM*
- CCNc1ncc2ncc(=O)n(C[C@H]3CCCO3)c2n1
 : -9%[60.1 µM]	x	0%	x	x	-1%	x	x	4%[12.7 µM]
- O=S(=O)(NCc1ccccc1)c1ccc(S(=O)(=O)N2CCCC2)cc1
 : 6%	-10%	2%	55%[activator]	-6%	-14%	u	-17%	x
- O=[N+]([O-])c1cccc(S(=O)(=O)Nc2nc3ccccc3nc2Nc2cccc(S(=O)(=O)N3CCCCC3)c2)c1
 : 5%[60.1 µM]	-3%	20%	11%	u	-22%	u	u	40µM*
- CC(C)(C)NC(=O)c1cccc2c1C(=O)c1ccccc1-2
 : 1%	3%	u	18%	-25%	-2%	22%	-7%	u
- CCCC(=O)NCCCc1nc2ccccc2n1C
 : 9%	3%	3%	-2%	-2%	-1%	-24%	-5%	-27%
- CCOC(=O)CCCC(=O)N1CCOCCOCCN(C(=O)CCCC(=O)OCC)CCOCCOCC1
 : -5%	-23%	8%	3%	-14%	-14%	1%	1%	-4%
- COc1cc(C(=O)OCC(C)=O)cc(NC(=O)c2ccco2)c1OC
 : 1%	-6%	-7%	-14%	x	4%	0%	8%	0%
- C[C@@H]1CC=C[C@H]2[C@H]1C(=O)N(Cc1ccccc1)[C@H]2c1ccc(/C=C/c2ccccc2)cc1F
 : -5%	20%	-4%	-7%	-12%	-8%	-17%	-12%	28%[59 µM]
- Cc1cccc(C(=O)N2CCc3cc(CNC(=O)CCc4ccccc4)ccc32)c1
 : -6%[60.1 µM]	3%	x	4%	-10%	-3%	-3%	6%	2%[59 µM]
- Cn1nc(C(F)(F)F)c(C#N)c1N1CCN(c2cccc(C(F)(F)F)c2)CC1
 : -10%	-19%	7%	4%	-1%	-5%	11%	-6%	4%[59 µM]
- CCN1C[C@@H]2[C@@H]3C(=O)N(C)C(=O)[C@@H]3[C@](C)(C(=O)OC)N2C1=NC
 : -9%	x	8%	u	x	x	x	-18%	x
- CCSc1ccccc1C(=O)Nc1ccc(S(=O)(=O)NC(C)=O)cc1
 : -1%	-1%	-3%	16%	-14%	5%	0%	-16%	x
- COc1ccc(NC(C)=O)cc1S(=O)(=O)NC(Cc1ccccc1)C(=O)O (stereo unspecified)
 : -13%	0%	7%	-12%	3%	1%	5%	3%	-2%
- Cc1cccc(NC(=S)NC(=O)Cc2ccccc2)c1C
 : -19%	-8%	-18%	u	7%	-2%	-2%	-6%	x
- O=C(CO/N=C/c1cccc([N+](=O)[O-])c1)Nc1ccc2ccccc2c1
 : -8%	u	11%	26%	u	-10%	-9%	-15%	0.89µM*
- NCCC1CCCC(CCN)N1 (stereo unspecified)
 : 6%[60.1 µM]	x	5%&4%	11%	3%	x	5%[57.1 µM]	-20%	8.9µM*!
- COc1cc2nc(SCc3ccc(F)cc3)n3nc(CCn4c(C)nc5ccccc54)nc3c2cc1OC
 : -13%	26%	x	u	x	2%	-1%	-8%	-27%[59 µM]
- O=C(COC(=O)c1cc(F)cc(F)c1)Nc1cccnc1Cl
 : 0%	-6%	10%	69%[activator]	8%	1%	-16%	-18%	0%
- O=c1[nH]c2ccc(NS(=O)(=O)c3ccc(Cl)cc3)cc2[nH]1
 : 2%	-9%	3%	51%	-18%	-1%	-24%	-22%	56µM*
- CCCCN1CNC(=S)N(Cc2ccccc2)C1
 : -14%	42%[activator]	15%	6%	6%	5%	50%	-5%	25%[59 µM]
- COc1cc(CN(CC(C)C)S(=O)(=O)c2ccccc2Br)cc(OC)c1
 : 6%	x	-22%	-1%	x	x	x	-13%	x
- CCOc1ccc(CCNC(=O)Cn2c(-c3cccs3)cc3ccccc32)cc1OCC
 : -16%	-12%	x	u	3%	0%	1%	-2%	8%[59 µM]
- COc1ccc(C2=CC(c3ccc(F)cc3)n3nnnc3N2)cc1 (stereo unspecified)
 : -5%	148%[activator]	20%	11%	5%	-5%	0%	-3%	1%[59 µM]
- CCOC(=O)c1nn(-c2ccc(Cl)cc2)c2nc(-c3ccc(C)cc3)c(C#N)c(=O)n12
 : 4%	6%	-1%	9%	2%	-3%	14%	-16%	32%[12.7 µM]
- Cc1ccc(C(=O)NCCc2ccncc2)cc1
 : 5%	-7%	15%	26%	5%	-1%	29%	-19%	-19%[12.7 µM]
- Cc1ccc2[nH]cc(C(=O)CN3CCOCC3)c2c1
 : -2%	-20%	-6%	1%	0%	-2%	20%	1%	x
- CCOc1ccc(NC(=O)Nc2ccc3c(c2)CCC3)cc1
 : 10%	-11%	-7%	31%[activator]	-8%	0%	25µM*	-11%	-9%
- C=CCN(c1ccccc1)S(=O)(=O)c1cccc(C(=O)Oc2ccc3c(C)cc(=O)oc3c2)c1
 : -10%	110%[activator]	-12%	119%[activator]	9%	-8%	20%	-19%	20%[59 µM]
- O=C(OCc1cc(=O)n2ccsc2n1)C1(c2ccc(Cl)cc2)CC1
 : u	x	-15%	u	u	x	x	1%	3%[12.7 µM]
- CCc1ccc(CNC(=O)C2CCN(S(=O)(=O)N3CC(C)CC(C)C3)CC2)cc1 (stereo unspecified)
 : 0%	-12%	22%	25%	50µM*	-2%	9%	-15%	2%
- CC(C)(C)NCc1cc(Br)ccc1OCc1cccs1
 : -14%	-9%	4%	5%	-1%	17%	-14%[57.1 µM]	-3%	18µM*

Pulled by compound from the list above:
Each structure is followed by: Pol kappa inh	Anesthetic bind	APE1 inh	POLI inh	BAZ2B block	BLM helicase inh	POLB inh	Pol eta inh	G9a inh
- CCOC(=O)c1nn(-c2ccc(Cl)cc2)c2nc(-c3ccc(C)cc3)c(C#N)c(=O)n12
 : 4%	6%	-1%	9%	2%	-3%	14%	-16%	32%[12.7 µM]
- COc1ccc(C2=CC(c3ccc(F)cc3)n3nnnc3N2)cc1 (stereo unspecified)
 : -5%	148%[activator]	20%	11%	5%	-5%	0%	-3%	1%[59 µM]
- O=C(OCc1cc(=O)n2ccsc2n1)C1(c2ccc(Cl)cc2)CC1
 : u	x	-15%	u	u	x	x	1%	3%[12.7 µM]
- CCc1ccc(CNC(=O)C2CCN(S(=O)(=O)N3CC(C)CC(C)C3)CC2)cc1 (stereo unspecified)
 : 0%	-12%	22%	25%	50µM*	-2%	9%	-15%	2%
